PhoP inhibition = inhibitors of PhoP regulon expression, primary screen, Salmonella Typhimurium, GFP reporter (AID 1863); S. Typhimurium PhoP-regulated promoter GFP reporter, 4 h; higher % means a stronger effect; one-dose inhibition, % at 50 µM; IC50 in µM for titrated hits; actives 0.16% (n = 300,000);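 active = inhibition over 29.93%, a cutoff 3 SD above the screen mean, later confirmed by dose response; inconclusive = inhibition over 29.93% but no dose response follow-up; inactive = inhibition at most 29.93% or unconfirmed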;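 also: 0% = low Mg2+ inducing control and 100% = high Mg2+ repressing control; strong numbers were not always called active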
T cell modulator = modulators of CD8 T cell-vesicle binding, primary screen, mouse 2C CD8+ T cells, flow cytometry. 2C CD8+ T cell-vesicle binding; hits give low values. calls only at 7 µM. actives 0.068% (n = 330,000). AID 2052, 2009;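 active = response, share of CD8 T cells binding vesicles, and their 90th percentile fluorescence all below set limits, cut at about 80% in these data, passing the limit was not always enough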
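Also added: QL9-peptide-loaded Drosophila micro-vesicles bearing Ld, ICAM-1 and B7-1; Test system: purified 2C TCR transgenic mouse naive CD8+ T cells; Measured by: cytometric PE anti-B7-1 and Alexa647 anti-CD8 signals after 1% paraformaldehyde fixation; Timing: binding step 1.5 h, 37 °C, antibody labelling 20 min, ice.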
Lipid droplet = inhibitors of hepatocyte lipid droplet formation, primary screen, imaging, high-throughput imaging, BODIPY stain; actives 0.4% (n = 240,000); AML12 mouse hepatocytes, oleate lipid droplets; inhibition, % at 6.5 µM;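 active = lipid droplet intensity inhibited by at least 50%, with more than 500 cells counted; inconclusive = wells with under 300 cells, treated as cytotoxic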
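Assay system: AML12 mouse liver cells | Compound dosing: One dose, 6.5 µM compound | Read-out basis: Droplet intensity reduction, % inhibition | Measured by: Fluorescence imaging, 20x objective, two fields per well | Schedule: Overnight treatment with compound plus oleate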
Lipid droplet cells 6.5 µM = recorded beside Lipid droplet, whose call it bears; cell count; measured here: cell count, cytotoxicity flag;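 cells counted across two imaged fields per well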
T cell modulator vesicle-bound % = also measured in T cell modulator; calls as there; double positive events, %; measured here: CD8+ vesicle-bound cell fraction;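 binding gate set so that unloaded-vesicle control wells show 10% double positive cells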
An asterisk follows results filed as active.

CCCN1C2CCCC1CC(NC(=O)c1cccc(OC)c1)C2 (stereo not drawn) was read as PhoP inhibition 10%, T cell modulator inactive, Lipid droplet -4, Lipid droplet cells 6.5 µM 785 and T cell modulator vesicle-bound % 43.
Screening Cc1ccc(/C=N/Nc2ccc(F)cc2)s1 returned PhoP inhibition 9%, T cell modulator inactive, Lipid droplet -1, Lipid droplet cells 6.5 µM 827 and T cell modulator vesicle-bound % 16.
Screening CC(=O)Oc1cccc(C(=O)Nc2cccc(C(=O)Nc3ccccc3C(=O)O)c2)c1 returned PhoP inhibition -9%, T cell modulator inactive, Lipid droplet 8, Lipid droplet cells 6.5 µM 804 and T cell modulator vesicle-bound % 40.
COc1cccc(-c2cccc(NC(=O)C3CCN(Cc4nccs4)CC3)c2)c1 was read as PhoP inhibition -5%, T cell modulator inactive, Lipid droplet -4, Lipid droplet cells 6.5 µM 844 and T cell modulator vesicle-bound % 68.
Screening COc1cc(/C=C2\SC(N3CCC(C)CC3)=NC2=O)ccc1O returned PhoP inhibition 13%, T cell modulator inactive, Lipid droplet 2, Lipid droplet cells 6.5 µM 679 and T cell modulator vesicle-bound % 8.
O=C(N=C1SC2CS(=O)(=O)CC2N1c1ccccc1Cl)C1CCCO1 (stereo not drawn) was read as PhoP inhibition 0%, T cell modulator inactive, Lipid droplet -6, Lipid droplet cells 6.5 µM 602 and T cell modulator vesicle-bound % 13.
Screening CCc1ccc(NC(=O)CC2C(=O)N(c3cccc(OC)c3)C(=O)N2CCOC)cc1 (stereo not drawn) returned PhoP inhibition -8%, T cell modulator inactive, Lipid droplet -17, Lipid droplet cells 6.5 µM 826 and T cell modulator vesicle-bound % 41.
`COc1ccc(C2CC(=O)Nc3cc(OC)c(OC)cc32)cc1Br` (stereo not drawn) gave PhoP inhibition 8%, T cell modulator inactive, Lipid droplet 1, Lipid droplet cells 6.5 µM 853 and T cell modulator vesicle-bound % 53.
`O=C(NCCCN1CCCCC1)c1ccc(CS(=O)c2ccc(Cl)cc2)o1` (stereo not drawn) gave PhoP inhibition -7%, T cell modulator inactive, Lipid droplet 3, Lipid droplet cells 6.5 µM 697 and T cell modulator vesicle-bound % 12.
N/C(=N\OC(=O)CCCc1ccccc1)c1ccccc1 was read as PhoP inhibition -9%, T cell modulator inactive, Lipid droplet 11, Lipid droplet cells 6.5 µM 652 and T cell modulator vesicle-bound % 27.
COc1ccc(S(=O)(=O)N2CCCOC2CNC(=O)C(=O)NCc2ccccn2)cc1 (stereo not drawn) was read as PhoP inhibition -2%, T cell modulator inactive, Lipid droplet 1, Lipid droplet cells 6.5 µM 824 and T cell modulator vesicle-bound % 70.
`COc1ccc(OC)c(CNC(=O)CCn2nc(C)c3c(C)n(-c4ccccc4)nc3c2=O)c1` gave PhoP inhibition -6%, T cell modulator inactive, Lipid droplet -15, Lipid droplet cells 6.5 µM 734 and T cell modulator vesicle-bound % 30.
`Cc1cccc(NC(=O)N2CCC(C(=O)c3ccc(F)cc3)CC2)c1` gave PhoP inhibition -2%, T cell modulator inactive, Lipid droplet 84*, Lipid droplet cells 6.5 µM 838* and T cell modulator vesicle-bound % 27.
CC(=O)c1cnc2nc(SCc3cccc(C)c3)nn2c1C was read as PhoP inhibition -9%, T cell modulator inactive, Lipid droplet -11, Lipid droplet cells 6.5 µM 799 and T cell modulator vesicle-bound % 54.
`CCCOc1ccc(C(CC(=O)O)NC(=O)Cc2ccccc2)cc1` (stereo not drawn) gave PhoP inhibition -1%, T cell modulator inactive, Lipid droplet 2, Lipid droplet cells 6.5 µM 713 and T cell modulator vesicle-bound % 37.
CNC(=S)N(CCO)Cc1cc2cc3c(cc2[nH]c1=O)OCCO3 was read as PhoP inhibition 12%, T cell modulator inactive, Lipid droplet -1, Lipid droplet cells 6.5 µM 824 and T cell modulator vesicle-bound % 2.
For COc1ccc(/C=N\NC(=O)c2ccccc2OC)cc1COc1ccccc1C the results were PhoP inhibition -3%, T cell modulator inactive, Lipid droplet -2, Lipid droplet cells 6.5 µM 830 and T cell modulator vesicle-bound % 56.
CCn1c(SCc2ccccc2)nc2cc(OC)c(OC)cc2c1=O was read as PhoP inhibition -7%, T cell modulator inactive, Lipid droplet -4, Lipid droplet cells 6.5 µM 810 and T cell modulator vesicle-bound % 44.
CN(CC1CCCN(CCc2ccc(Cl)cc2)C1)C(=O)C(=O)c1ccco1 (stereo not drawn) was read as PhoP inhibition 8%, T cell modulator inactive, Lipid droplet -16, Lipid droplet cells 6.5 µM 705 and T cell modulator vesicle-bound % 29.
For CN(C(=S)NC(=O)c1ccc(Cl)cc1)C1CCCCC1 the results were PhoP inhibition -2%, T cell modulator inactive, Lipid droplet 11, Lipid droplet cells 6.5 µM 825 and T cell modulator vesicle-bound % 7.

Entries shown so far that have an aryl thioether with sulfur outside any ring, in the order listed:
CC(=O)c1cnc2nc(SCc3cccc(C)c3)nn2c1C was read as PhoP inhibition -9%, T cell modulator inactive, Lipid droplet -11, Lipid droplet cells 6.5 µM 799 and T cell modulator vesicle-bound % 54.
CCn1c(SCc2ccccc2)nc2cc(OC)c(OC)cc2c1=O was read as PhoP inhibition -7%, T cell modulator inactive, Lipid droplet -4, Lipid droplet cells 6.5 µM 810 and T cell modulator vesicle-bound % 44.

Remaining list, next part.
Screening COc1cccc(OC)c1C(=O)N1CCN(C(=O)c2ccc(-c3ccccc3)cc2)CC1 returned PhoP inhibition 14%, T cell modulator inactive, Lipid droplet -24, Lipid droplet cells 6.5 µM 683 and T cell modulator vesicle-bound % 30.
For O=C(N/N=C/c1coc2ccc(Cl)cc2c1=O)c1ccncc1 the results were PhoP inhibition 7%, T cell modulator inactive, Lipid droplet 14, Lipid droplet cells 6.5 µM 868 and T cell modulator vesicle-bound % 66.
`NC(=O)Cn1cc(/C=N\NS(=O)(=O)c2ccc(F)cc2)c2ccccc21` gave PhoP inhibition -2%, T cell modulator inactive, Lipid droplet -2, Lipid droplet cells 6.5 µM 726 and T cell modulator vesicle-bound % 67.
Screening COC(=O)c1ccc(OC(=O)c2cccnc2SC)cc1 returned PhoP inhibition 0%, T cell modulator inactive, Lipid droplet -5, Lipid droplet cells 6.5 µM 765 and T cell modulator vesicle-bound % 36.
`CCN(CC1CCCN(CCc2cccc(OC)c2)C1)C(=O)c1ccc(COC)o1` (stereo not drawn) gave PhoP inhibition -1%, T cell modulator inactive, Lipid droplet -7, Lipid droplet cells 6.5 µM 704 and T cell modulator vesicle-bound % 36.
Screening COC(=O)C1CN(C(=O)C(C)Oc2ccc(C)c(C)c2)c2ccccc2O1 (stereo not drawn) returned PhoP inhibition -6%, T cell modulator inactive, Lipid droplet -7, Lipid droplet cells 6.5 µM 799 and T cell modulator vesicle-bound % 65.
`COc1cccc(-c2noc(C3CCCN(C(=O)c4cccc(F)c4)C3)n2)c1` (stereo not drawn) gave PhoP inhibition -4%, T cell modulator inactive, Lipid droplet -3, Lipid droplet cells 6.5 µM 761 and T cell modulator vesicle-bound % 54.
`O=C(Nc1cc(Cl)ccc1O)c1cc(-c2ccco2)on1` gave PhoP inhibition 4%, T cell modulator inactive, Lipid droplet 2, Lipid droplet cells 6.5 µM 744 and T cell modulator vesicle-bound % 32.
O=C(NCCCn1ccnc1)/C(=C/c1ccc(F)cc1)NC(=O)c1ccccc1 was read as PhoP inhibition 3%, T cell modulator inactive, Lipid droplet -4, Lipid droplet cells 6.5 µM 820 and T cell modulator vesicle-bound % 45.
O=C(CNC(=O)c1ccco1)NCC(=O)OCc1ccc(F)cc1 was read as PhoP inhibition 1%, T cell modulator inactive, Lipid droplet 2, Lipid droplet cells 6.5 µM 789 and T cell modulator vesicle-bound % 16.
For O=Cc1c(NCc2ccc(F)cc2)c2ccccc2[nH]c1=O the results were PhoP inhibition 11%, T cell modulator inactive, Lipid droplet -1, Lipid droplet cells 6.5 µM 765 and T cell modulator vesicle-bound % 55.
For Cc1nc2cc(NC(=O)c3cccc(S(C)(=O)=O)c3)ccc2o1 the results were PhoP inhibition 2%, T cell modulator inactive, Lipid droplet -1, Lipid droplet cells 6.5 µM 746 and T cell modulator vesicle-bound % 9.
COc1cc(OC)c(C(=S)N2CCCC2)cc1OC was read as PhoP inhibition 8%, T cell modulator inactive, Lipid droplet 3, Lipid droplet cells 6.5 µM 818 and T cell modulator vesicle-bound % 17.
Cc1cccc(CCNS(=O)(=O)c2ccc3c(c2)NC(=O)CS3)c1 was read as PhoP inhibition -2%, T cell modulator inactive, Lipid droplet 14, Lipid droplet cells 6.5 µM 623 and T cell modulator vesicle-bound % 44.
`COc1ccc2oc(=O)cc(CN3CCN(Cc4ccc(OC)c(OC)c4OC)CC3)c2c1` gave PhoP inhibition 4%, T cell modulator inactive, Lipid droplet -4, Lipid droplet cells 6.5 µM 820 and T cell modulator vesicle-bound % 34.
Screening O=C(Nc1cccc(F)c1)Nc1ccc2c(c1)OCO2 returned PhoP inhibition 9%, T cell modulator inactive, Lipid droplet -2, Lipid droplet cells 6.5 µM 779 and T cell modulator vesicle-bound % 67.
`Cc1cccc(NC(=O)Nc2c(C)[nH]c(=O)[nH]c2=O)c1C` gave PhoP inhibition 6%, T cell modulator inactive, Lipid droplet -5, Lipid droplet cells 6.5 µM 852 and T cell modulator vesicle-bound % 37.
CCOc1cccc(CN2CCC(N3CCC(C(=O)NCC4CCCO4)CC3)CC2)c1 (stereo not drawn) was read as PhoP inhibition -7%, T cell modulator inactive, Lipid droplet -5, Lipid droplet cells 6.5 µM 676 and T cell modulator vesicle-bound % 28.
CC(=O)N1c2ccc(S(=O)(=O)N(C)Cc3ccco3)cc2CC1C (stereo not drawn) was read as PhoP inhibition 0%, T cell modulator inactive, Lipid droplet inconclusive and T cell modulator vesicle-bound % 19.
C=CCOc1cccc(C2/C(=C(\O)c3ccc4c(c3)OCCO4)C(=O)C(=O)N2Cc2cccnc2)c1 (stereo not drawn) was read as PhoP inhibition 2%, T cell modulator inactive, Lipid droplet 9, Lipid droplet cells 6.5 µM 687 and T cell modulator vesicle-bound % 17.

Structures above that have two or more sulfur atoms, in the order listed:
O=C(N=C1SC2CS(=O)(=O)CC2N1c1ccccc1Cl)C1CCCO1 (stereo not drawn) was read as PhoP inhibition 0%, T cell modulator inactive, Lipid droplet -6, Lipid droplet cells 6.5 µM 602 and T cell modulator vesicle-bound % 13.
Cc1cccc(CCNS(=O)(=O)c2ccc3c(c2)NC(=O)CS3)c1 was read as PhoP inhibition -2%, T cell modulator inactive, Lipid droplet 14, Lipid droplet cells 6.5 µM 623 and T cell modulator vesicle-bound % 44.

The list continues.
For Cc1cc(Cl)nc(SCC(=O)c2ccccc2)n1 the results were PhoP inhibition 7%, T cell modulator inactive, Lipid droplet 4, Lipid droplet cells 6.5 µM 813 and T cell modulator vesicle-bound % 15.
For CCOc1ccc(CNS(=O)(=O)c2ccc3c(c2)CC(=O)N3C)cc1 the results were PhoP inhibition -8%, T cell modulator inactive, Lipid droplet -36, Lipid droplet cells 6.5 µM 694 and T cell modulator vesicle-bound % 39.
For C=CCc1ccccc1OCCn1nnc2ccccc21 the results were PhoP inhibition -4%, T cell modulator inactive, Lipid droplet -4, Lipid droplet cells 6.5 µM 817 and T cell modulator vesicle-bound % 60.
For COc1ccccc1N1CCN(C2CCCN(C(=O)CCN3CCCCO3)C2)CC1 (stereo not drawn) the results were PhoP inhibition 3%, T cell modulator inactive, Lipid droplet -3, Lipid droplet cells 6.5 µM 746 and T cell modulator vesicle-bound % 64.
For COc1ccc2c(=O)c(C(=O)NCc3ccccc3)c[nH]c2c1 the results were PhoP inhibition -1%, T cell modulator inactive, Lipid droplet -2, Lipid droplet cells 6.5 µM 844 and T cell modulator vesicle-bound % 45.
For Cc1c(C)c2ccc(O[C@@H]3O[C@H](CO)[C@H](O)[C@H](O)[C@H]3O)c(C)c2oc1=O the results were PhoP inhibition 11%, T cell modulator inactive, Lipid droplet 5, Lipid droplet cells 6.5 µM 819 and T cell modulator vesicle-bound % 21.
For Cc1ccccc1OCC(=O)O/N=C(\N)c1ccncc1 the results were PhoP inhibition 1%, T cell modulator inactive, Lipid droplet -25, Lipid droplet cells 6.5 µM 789 and T cell modulator vesicle-bound % 30.
For N#Cc1ccc(NC(=O)Cn2cnc(S(=O)(=O)N3CCc4ccccc43)c2)cc1 the results were PhoP inhibition 2%, T cell modulator inactive, Lipid droplet 7, Lipid droplet cells 6.5 µM 750 and T cell modulator vesicle-bound % 49.
`Clc1ccccc1/C=N/N1CCN(Cc2ccccc2)CC1` gave PhoP inhibition -6%, T cell modulator inactive, Lipid droplet 9, Lipid droplet cells 6.5 µM 797 and T cell modulator vesicle-bound % 55.
Screening O=C(CCNC(=O)c1ccccc1Cl)Nc1ccccc1N1CCCC1 returned PhoP inhibition -8%, T cell modulator inactive, Lipid droplet -18, Lipid droplet cells 6.5 µM 788 and T cell modulator vesicle-bound % 23.

Some of the compounds tested; the hit share may differ from the screen's.
